From PubChem
G9a inh: inhibitors of human histone lysine methyltransferase G9a; Q96KQ7; G9a H3K9 monomethylation, AlphaScreen, 2 h; Potency, µM (titrated, usually from 102 µM), for inactives: at the top dose activity, negative = inhibition, hits mostly inhibitors; actives 8.8% (n = 350,000); AID 504332; note: potency is the fitted concentration of half-maximal effect; % is set by controls: 0 for no effect and ±100 for the full control effect; nearly all actives have a fitted effect of over 75% in size
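G9a (20 nM) preincubated 15 min RT with compounds, then 500 nM biotinylated H3K9 peptide and 20 uM SAM added; 2 h RT reaction. Monomethyl-H3K9 product detected by AlphaScreen with anti-H3K9me1 antibody, streptavidin donor and anti-rabbit IgG acceptor beads.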
12-LOX inh: ALOX12 (human) lipoxygenase inhibition. AID 1671190. Potency, µM (titrated, usually from 108 µM), inactives show top-dose activity change, negative = inhibition, most hits filed as inhibitors. actives 1.1% (n = 580,000). purified 12hLO, xylenol orange hydroperoxide absorbance; note: potency is the fitted concentration of half-maximal effect; % is set by controls: 0 for no effect and ±100 for the full control effect
Target sequence (P18054 whole entry, looked up): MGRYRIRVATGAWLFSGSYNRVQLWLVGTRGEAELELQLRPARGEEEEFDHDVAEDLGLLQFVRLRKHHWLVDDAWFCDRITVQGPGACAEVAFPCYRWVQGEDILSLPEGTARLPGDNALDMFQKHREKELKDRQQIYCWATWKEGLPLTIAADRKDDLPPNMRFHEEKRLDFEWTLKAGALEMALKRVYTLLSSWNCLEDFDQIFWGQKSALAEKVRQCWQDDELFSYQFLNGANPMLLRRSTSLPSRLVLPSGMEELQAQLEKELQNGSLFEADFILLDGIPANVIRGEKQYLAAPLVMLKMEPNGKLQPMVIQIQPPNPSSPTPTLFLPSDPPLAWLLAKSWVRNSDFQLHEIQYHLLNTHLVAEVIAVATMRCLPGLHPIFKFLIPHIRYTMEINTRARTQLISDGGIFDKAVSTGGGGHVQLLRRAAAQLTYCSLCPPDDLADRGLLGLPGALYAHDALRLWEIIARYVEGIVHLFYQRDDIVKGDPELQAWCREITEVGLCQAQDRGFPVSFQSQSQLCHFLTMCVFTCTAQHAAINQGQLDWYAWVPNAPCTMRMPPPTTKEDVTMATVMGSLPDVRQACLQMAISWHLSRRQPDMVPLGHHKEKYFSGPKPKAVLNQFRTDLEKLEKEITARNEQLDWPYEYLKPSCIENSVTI
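Hydroperoxide product was detected by ferrous iron/xylenol orange as the 573 to 405 nm absorbance ratio. Arachidonic acid at 40 uM (final) was turned over for 30 min at room temperature by 150 nM human 12hLO, pH 7.0 Hepes buffer, after 15 min compound preincubation.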
PI4K2A block: PI4K2A (human) kinase inhibition | Q9BTU6 | purified PI4K2A, ADP-Glo luminescence, 1 h; hits give low values | activity change, negative = inhibition, % at 76.9 µM | actives 0.13% (n = 420,000) | AID 1346378; in the data active = activity change below about -50%; inconclusive = mostly about -30% to -49%;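 note: -100% = wells without enzyme as full effect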
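Compounds are screened against recombinant PI4K2A using PI as substrate and ATP, the latter dispensed at 300 microM. Reactions run one hour at ambient temperature before ADP-Glo detection; full inhibition defined by wells lacking enzyme.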
JMJD2A Tudor inh: blocks the human JMJD2A Tudor domain; O75164; AlphaScreen JMJD2A-Tudor / H3K4me3 peptide binding; Potency, µM (doses to about 114 µM), for inactives: top-dose activity change, negative = inhibition, most hits filed as inhibitors; actives 4.4% (n = 390,000); note: potency is the fitted concentration of half-maximal effect; % is set by controls: 0 for no effect and ±100 for the full control effect; nearly all actives have a fitted effect of over 50% in size
ERG Ets-DNA blk: blocks human ERG Ets domain binding to DNA; Potency, µM (series often up to 76.9 µM), for inactives: at the top dose FP activity, negative = inhibition, most hits filed as inhibitors; AID 624246; fluorescence polarization, His-ERG Ets domain / labelled DNA; actives 0.028% (n = 370,000); active = well fitted inhibition curve with a large enough effect in the polarisation, with a control signal flat; inconclusive = small, poorly fitted or top-dose-only effect, or effect the other way, or a change in a side signal; inactive = no such curve, though single readings can be large or run the other way; the % refers to the polarisation;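 note: polarization taken with two DNA probes labelled with fluorescein and Texas red; potency is the fitted concentration of half-maximal effect; % of control where 0% means no effect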
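His-tagged ERG Ets domain (1 uM in the protein solution; 300mM KCl, 50mM Tris-HCl, 1mM EDTA, 1mM DTT, pH 7.5) received compound, then a probe mix of 5 nM fluorescein-DNA and 100nM Texas-615-DNA. Fluorescence polarization was read for both dyes.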
HP1b binding inh: blocks HP1-beta chromodomain binding to methylated histone tails; P83916; AlphaScreen HP1-beta / biotin-H3K9me3 peptide binding; Potency, µM (titrated, usually from 114 µM), for the others: at the top dose activity change, negative = inhibition, actives largely listed as inhibitors; actives 0.56% (n = 390,000); AID 540317; note: potency is the fitted concentration of half-maximal effect; nearly all actives have a fitted effect of over 70% in size; inactives centre near 23
Target sequence (P83916 whole entry, looked up): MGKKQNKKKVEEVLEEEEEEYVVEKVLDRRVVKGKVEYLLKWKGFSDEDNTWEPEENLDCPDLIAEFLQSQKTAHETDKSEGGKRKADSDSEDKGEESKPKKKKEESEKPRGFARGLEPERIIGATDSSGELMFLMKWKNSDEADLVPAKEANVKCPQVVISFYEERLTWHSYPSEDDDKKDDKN
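AlphaScreen: HP1-beta (50 nM) preformed 30 min with biotin-H3(1-18)K9me3 peptide (50 nM) in PBS pH 7.4, 0.01% Tween-20. Compound added for 30 min at RT, then streptavidin donor/nickel chelate acceptor beads (10 ug/mL) for 30 min.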
RGS4 inhibitor: human RGS4 inhibition; actives 0.039% (n = 390,000); Potency, µM (series often up to 114 µM), without a hit: at the highest dose activity change, negative = inhibition, usual class: inhibitors; Transcreener GDP fluorescence polarization, RGS4-accelerated GTP hydrolysis; AID 504845; P49798; note: potency is the fitted concentration of half-maximal effect; % is set by controls: 0 for no effect and ±100 for the full control effect; nearly all actives have a fitted effect of over 75% in size; some results filed as inactive show a strong effect at the top dose
Target sequence (P49798 whole entry, looked up): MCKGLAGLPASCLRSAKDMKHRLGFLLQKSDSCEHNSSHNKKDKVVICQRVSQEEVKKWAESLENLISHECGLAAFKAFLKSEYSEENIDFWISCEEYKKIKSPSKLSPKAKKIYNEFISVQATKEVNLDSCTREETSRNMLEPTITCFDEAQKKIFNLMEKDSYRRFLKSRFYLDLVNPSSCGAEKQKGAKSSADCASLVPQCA
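MLSMR compounds (23 nl, pin-transferred) preincubated 10 min at room temperature with a 500nM (2x) first reagent, then RGS4 at 900nM (2x) plus Transcreener GDP mix added; fluorescence polarization (620/688 nm) read before and after 90 min at 30 °C.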
GLS inhibitor: glutaminase GLS (human) inhibition; O94925; GLS enzymatic activity, qHTS titration; Potency, µM (highest dose often 45.5 µM), for the others: at the top dose activity change, negative = inhibition, hits mostly inhibitors; actives 0.21% (n = 410,000); AID 624170; note: potency is the fitted concentration of half-maximal effect; % is set by controls: 0 for no effect and ±100 for the full control effect
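Assay buffer: 45 mM KH2PO4 pH 8.2, 0.02% Tween-20. hKGA acts on L-glutamine (1 mM solution added); product glutamate is reported by an oxidase/peroxidase Amplex Red coupling, with fluorescence taken at baseline and 30 min.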
BAZ2B inh: inhibitors of human BAZ2B bromodomain; Q9UIF8; AlphaScreen BAZ2B-H3K14Ac peptide displacement; Potency, µM (top dose mostly 114 µM), inactives show top-dose activity change, negative = inhibition, most hits filed as inhibitors; actives 4.4% (n = 360,000); AID 504333; note: potency is the fitted concentration of half-maximal effect; % is set by controls: 0 for no effect and ±100 for the full control effect; nearly all actives have a fitted effect of over 60% in size
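In this displacement format the biotinylated H3(5-23) peptide acetylated at Lys14 serves as ligand at 50 nM, with BAZ2B at 50 nM in PBS pH 7.4 containing 0.01% Tween-20. Donor and acceptor beads are 10 ug/mL final.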
Starred values were filed as active, the others as inactive; i = inactive; ? = inconclusive; · = no result given; & = joins results of further samples; [ ] = dose if it differs, or a comment. Unless noted, calls come from the whole dose curve; as a rule, active = well fitted curve in the direction sought with a large enough effect; inconclusive = small, poorly fitted or top-dose-only effect, or another doubt; inactive = no such curve, though single readings can be large; an effect the other way counts as inactive or inconclusive.

SMILES	G9a inh	12-LOX inh	PI4K2A block	JMJD2A Tudor inh	ERG Ets-DNA blk	HP1b binding inh	RGS4 inhibitor	GLS inhibitor	BAZ2B inh
CCOc1ccc(-n2c(SCC(=O)Nc3cc(C)on3)nc3c([nH]c4ccccc43)c2=O)cc1	1%[59 µM]	?	-4&4	-9%&-12%	-1%&-2%	36%	-4%&-9%	-7%&-3%	-1%&-2%
COc1cccc(Nc2nc(C)nc3c2oc2ccccc23)c1	11%	?	-8	-6%	8%	38%	-1%	-5%	-19%
COc1ccccc1Cn1[nH]nnc1=S	3.2µM*	22µM*	?	16µM*	-1%	?	?	1%	-30%
CO/N=C(/CNC(=O)c1cccc(Cl)c1)c1ccc(Cl)cc1	124%[activator]	0%	3	37%[activator]	12%	94%[activator]	-34%	-11%	16%[57.1 µM]
COc1cccc(/C=N/NC(=O)c2[nH]nc3c2CCc2ccccc2-3)c1	0%	i	2	-2%	2%	26%	0%	4%	-1%
O=C1NC(=O)C2(CCCCCC2)N1	·	-10%	-1	-8%	-2%	43%[activator]	-8%	-8%	·
CCOC(=O)Cn1c(=O)cc(C)c2c(C)nn(-c3cccc(F)c3)c21	51%[activator][59 µM]	-9%	2	26%	0%	-5%	25%	-1%	30%
C1CCN(c2nc(N3CCCCC3)nc(N3CCNCC3)n2)CC1	4%	-16%	-1	6%	8%	33%	-14%	16%	0%
CC(C)n1nc(C(=O)OCC(=O)NCCc2ccc(S(N)(=O)=O)cc2)c2ccccc2c1=O	·	38%[activator]	-1	-1%	-14%	42%[activator]	3%	-2%	·
NNC(=S)NCc1ccccc1	4%	?	3	-9%	1%	35%	-8%	-17%	-27%
Cc1ccc(C(=O)Oc2ccc(/C=C3\C(=N)N4N=C(N5CCOCC5)SC4=NC3=O)cc2)cc1	22%	18%	1	?	5%	14%	-11%	12%	-32%
CCCCn1cc(S(=O)(=O)c2ccc(F)cc2)c(=O)c2ccccc21	9%[59 µM]	5%	-1	-3%	-1%	40%[activator]	12%	-5%	0%
Cc1[nH]nc2c1C(=O)CCC2	-1%	71%[activator]	-1	-19%[11.4 µM]	1%	-1%	-40%[11.4 µM]	-27%	10%
N#C/C(=C\c1cc2c(cc1Br)OCO2)C(=O)NCC1CCCO1 (stereo unspecified)	15%[12.7 µM]	?	4	-16%	0%	-7%	2%	-12%	-11%
Cc1cc(CNC(=O)C2(C(F)(F)F)CC(CCCO)CCCO2)nn1C (stereo unspecified)	·	16%	8	-2%&-14%	-13%	59%&40%[activator]	-6%&-4%	2%	·
CC(C)c1ccccc1NC(=O)CNCCOc1ccccc1F	21%	-10%	2	28µM*	-2%	?	13%	0%	50µM*
Cc1cnc(NC(=O)c2cccc(S(=O)(=O)N3CCOCC3)c2)s1	7.1µM*	-2%	-1	-3%	-1%	42%[activator]	8%	1%	-5%
COc1ccc(S(=O)(=O)Nc2cc3c4c(c2)CCC(=O)N4CCC3)cc1	4%	?	1	-3%	6%	24%	-14%	21%	7%
Cc1ccc(CSc2nc3ccccc3c(=O)n2Cc2ccco2)cc1	-7%[59 µM]	0%[57.4 µM]	-8	-24%[11.4 µM]	-2%	5%	-10%[11.4 µM]	4%	4%
CN(C)C(=O)c1ccc(NC(=O)COC(=O)C2(c3ccccc3)CCCC2)cc1	·	?	-5	-15%	22%	14%	17%	3%	·
COc1ccc(-c2csc(NC(C)c3nc4cc(Cl)c(Cl)cc4n3CCOCCO)n2)cc1 (stereo unspecified)	·	-12%	-11	-28%	12%	16%	-26%	-4%	·
CC(=O)Nc1nc2ccc(C(=O)NC3CCCCC3)cc2s1	-23%[59 µM]	132%[activator]	-5	-18%	10%	32%	-5%	10%	11%
CC(C)c1ccc(NS(=O)(=O)c2ccc3c(c2)NC(=O)CO3)cc1	·	?	-3	-18%	-8%	33%	-7%	-1%	-11%
CC(C)OP(=O)(OC(C)C)C(O)c1cccc([N+](=O)[O-])c1 (stereo unspecified)	-1%	-5%	1	-5%	-12%	22%	-25%	-9%	-17%
CN(C(=O)COc1ncnc2ccccc12)C1CCCCC1	·	171%[activator]	2	-16%	-7%	43%[activator]	-29%	-3%	·
c1ccc2c(c1)Nc1cc3ccccc3cc1S2	40µM*	74%[activator]	4	-28%	5%	2%	11%	-4%	-30%
CCc1nc(C)ccc1OC(=O)C12CC3CC(CC(C3)C1)C2	1%[59 µM]	?	4	35%	8%	102%[activator]	-11%	-26%	17%
CCN(CC)C(=O)Cn1cc(C(=O)C2CC2)c2ccccc21	-33%	15%	6	11%	8%	26%	-25%	0%	-15%
O=C(CSc1nnnn1-c1ccc(Cl)cc1)Nc1cccnc1Cl	14%[59 µM]	-18%	6	-14%	7%	13%	6%	8%	5%
CN(C)c1nc2n(c(=S)n1)CCS2	-5%[59 µM]	?	-5	6%	?	48%[activator]	-43%	-1%	3%
CCOC(=O)n1c(=O)n(Cc2ccc(F)cc2)c2ccccc21	10%	?	4	21%	-1%	55%[activator]	-12%	-6%	7%
N#Cc1c(N2C(=O)C3C4C=CC(C4)C3C2=O)sc2c1CCC2 (stereo unspecified)	-17%[12.7 µM]	0%[57.4 µM]	-1	-13%	-3%	29%	3%	4%	8%
COc1ccc(OC)c(N(CC(=O)NC2CCCCCC2)S(=O)(=O)c2ccc(C)cc2)c1	·	-7%	2	-14%	13%	29%	-4%	-1%	-1%
COc1ccccc1OCC(=O)N(Cc1nc(-c2ccccc2)no1)C(C)C	22%	0%	-11	2%	12%	20%	-18%	-43%	5%
CCOc1ccc(NC(=O)C2CCN(S(=O)(=O)c3ccc4c(c3)oc(=O)n4C)CC2)cc1	0%[59 µM]	-16%	-13	-17%	0%	40%[activator]	5%	1%	-20%
C=CCN(C(=O)CNC(=O)c1ccco1)C(C(=O)NC1CCCCC1)c1ccc(OC)cc1 (stereo unspecified)	5%[59 µM]	-10%[57.4 µM]	6	1%[11.4 µM]	-5%	53%[activator]	4%[11.4 µM]	-6%	-2%
O=c1oc2c(CN3CCCC3)c(O)ccc2cc1-c1ccccc1	25%[59 µM]	5%	2	3%	7%	31%[57 µM]	27%	6%	-1%
CC(Sc1ccc(Cl)cc1)C(=O)NNC(=O)c1ccco1 (stereo unspecified)	·	4%	-4	-8%	-3%	23%	-1%	-6%	·
CC1CN(C(=O)NCc2ccccc2)c2cc(Cl)ccc2O1 (stereo unspecified)	34%	0%&-17%	-4&-2	11%&-5%	-2%&-2%	45%&45%[activator]	43%&-15%	2%&-4%	-6%&-1%
NS(=O)(=O)c1ccc(NC(=O)C(=O)NCCC(=O)O)cc1	·	-18%	3	-10%	-4%	13%	1%	1%	1%
Cc1c(Cl)cccc1NC(=O)Nc1cnccn1	·	0%	-3	-12%	6%	31%	2%	-1%	-5%
CC1CCCCN1C(=O)COC(=O)c1ccc2ccccc2n1 (stereo unspecified)	21%[12.7 µM]	163%[activator]	-5	-8%	-3%	45%[activator]	-10%	2%	-2%
CN1CCN(C(=O)CCc2nc(-c3ccc(Cl)cc3)no2)CC1	1%	11%	3	-10%	3%	31%	27%	-2%	-5%
CN1CCN(C(CNC(=O)C(=O)Nc2ccc3c(c2)OCCO3)c2ccc(F)cc2)CC1 (stereo unspecified)	?	-28%	0	-16%	-4%	-6%	-1%	0%	5%
COc1ccc(-c2nnn(CC(=O)c3c[nH]c4ccccc34)n2)cc1OC	8%[59 µM]	-17%	5	-33%	-10%	15%	0%	-2%	-2%
Cc1ccc(-n2c3c(cc(C(=O)NCC(=O)c4ccccc4)c2=O)C(=O)CCC3)cc1	-6%	213%[activator]	0	-12%	-12%	20%	-8%	2%	-4%
Nc1nc(N)c(-c2cccc(C(F)(F)F)c2)c(Cc2cccc(C(F)(F)F)c2)n1	·	?	1	-22%	·	18%	5%	-1%	·
CCc1ccc(S(=O)(=O)Nc2cccc(-c3ccc(N4CCCCC4)nn3)c2)s1	-3%[59 µM]	-8%	-22	-28%	0%	9%[57 µM]	8%	4%	?
COC(=O)c1c(NC(=O)c2ccccc2)sc(C(=O)c2ccccc2)c1C	-15%[59 µM]	484%[activator]	-2	-14%	1%	21%	-20%	3%	67%[activator]
O=C(O)CCCCCNC(=O)Nc1ccc2c(c1)OCCO2	30%[59 µM]	?	2	-10%	1%	23%	-20%	3%	7%
COCCOc1nc2ccccc2nc1C	-12%[59 µM]	-20%	-3	3%	-5%	31%	24%	6%	2%
O=C(CSc1nnc(Cc2ccccc2)o1)NCc1ccc2c(c1)OCO2	-6%	-6%	-2	-3%	-21%	15%	-8%	0%	-5%
CC(C)c1ccc(OCc2ccc(C(=O)N(C)C)o2)cc1	5%	9%	4	-17%	2%	45%[activator]	-23%[56.9 µM]	5%	?
O=C(N/N=C/c1ccc(Br)cc1)c1ccccc1-n1cccc1	·	-18%	1	?	-2%	-11%	-28%	4%	?
Cc1nonc1NC(=O)CSc1nc2ccccc2[nH]1	-31%	-4%	-7	-8%	1%	22%	?	-2%	-15%

Pulled by compound from above (2):
SMILES	G9a inh	12-LOX inh	PI4K2A block	JMJD2A Tudor inh	ERG Ets-DNA blk	HP1b binding inh	RGS4 inhibitor	GLS inhibitor	BAZ2B inh
O=c1oc2c(CN3CCCC3)c(O)ccc2cc1-c1ccccc1	25%[59 µM]	5%	2	3%	7%	31%[57 µM]	27%	6%	-1%
CN1CCN(C(=O)CCc2nc(-c3ccc(Cl)cc3)no2)CC1	1%	11%	3	-10%	3%	31%	27%	-2%	-5%

The list is partial (hit frequency here may not be typical).
